# Bioassay records deposited in PubChem by several laboratories.
# Efa HMGR inh: blocks class II HMG-CoA reductase of Enterococcus faecalis. purified E. faecalis HMGR, NADPH absorbance 340 nm kinetic. inhibition, % at 10 µM. 190,000 compounds, 0.41% hits. AID 1066;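 active means inhibition above a set limit, the median over all tested compounds plus 3 SD, cut at about 9.5% in these data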;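 further: enzyme runs in reverse so mevalonate oxidation gives rising NADPH absorbance; 0% = complete reaction with DMSO and 100% = background rate lacking mevalonate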
# STAT3 act: STAT3 signaling activation; U3A cells, IL-6 STAT3-luciferase reporter, luminescence; 100% = signal with IL-6 EC80 alone; activation (% of control), % at 5.6 µM; 190,000 compounds, 0.91% hits;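 active means activation above the screen-wide mean of compound activation plus 3 SD, cut at about 130% in these data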;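 further: 0% = background luminescence of wells with medium and substrate only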
#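 system = STAT3-luciferase reporter U3A cells | reagent = IL-6 stimulus at 33 ng/mL final | timing = 1 h compound pre-exposure, 6 h IL-6 stimulation, 37 °C | measured by = luminescence | evaluation = % activation versus median of IL-6-stimulated wells | control set = IL-6-only wells as 100% reference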
# TLR4-MyD88 BLA: TLR4-MyD88 interaction inhibition in cells | HeLa CL3-4 TLR4/MyD88 BLA complementation, FRET ratio | 200,000 compounds, 0.18% hits | AID 861 | inhibition, % at 8.4 µM | O00206+Q99836; in the data active means inhibition above about 25%;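 further: 0% = vehicle and 100% = reference inhibitor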
# Target sequence (O00206 whole entry, looked up): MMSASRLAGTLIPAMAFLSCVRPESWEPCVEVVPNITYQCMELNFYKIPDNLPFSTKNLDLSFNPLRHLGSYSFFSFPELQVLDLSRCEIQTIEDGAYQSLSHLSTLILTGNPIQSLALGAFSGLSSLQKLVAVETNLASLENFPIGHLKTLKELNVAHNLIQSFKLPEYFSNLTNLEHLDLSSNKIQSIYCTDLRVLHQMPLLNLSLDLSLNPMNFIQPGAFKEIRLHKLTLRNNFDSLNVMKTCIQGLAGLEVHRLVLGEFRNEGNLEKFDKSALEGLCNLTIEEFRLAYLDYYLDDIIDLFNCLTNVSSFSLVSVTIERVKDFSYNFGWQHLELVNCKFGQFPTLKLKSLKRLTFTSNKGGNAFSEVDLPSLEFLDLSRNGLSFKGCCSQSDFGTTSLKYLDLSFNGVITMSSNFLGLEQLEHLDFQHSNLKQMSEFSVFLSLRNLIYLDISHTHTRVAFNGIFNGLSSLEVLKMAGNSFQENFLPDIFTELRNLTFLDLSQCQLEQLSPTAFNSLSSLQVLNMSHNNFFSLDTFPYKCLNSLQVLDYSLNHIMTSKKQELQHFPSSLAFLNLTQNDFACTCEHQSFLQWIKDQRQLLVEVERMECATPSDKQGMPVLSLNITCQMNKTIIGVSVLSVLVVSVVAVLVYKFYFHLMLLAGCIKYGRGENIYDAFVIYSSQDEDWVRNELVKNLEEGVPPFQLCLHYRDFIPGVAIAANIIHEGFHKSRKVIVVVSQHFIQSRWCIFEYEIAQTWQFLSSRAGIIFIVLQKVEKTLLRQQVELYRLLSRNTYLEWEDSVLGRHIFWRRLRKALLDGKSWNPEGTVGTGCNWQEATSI
# Target sequence (Q99836 whole entry, looked up): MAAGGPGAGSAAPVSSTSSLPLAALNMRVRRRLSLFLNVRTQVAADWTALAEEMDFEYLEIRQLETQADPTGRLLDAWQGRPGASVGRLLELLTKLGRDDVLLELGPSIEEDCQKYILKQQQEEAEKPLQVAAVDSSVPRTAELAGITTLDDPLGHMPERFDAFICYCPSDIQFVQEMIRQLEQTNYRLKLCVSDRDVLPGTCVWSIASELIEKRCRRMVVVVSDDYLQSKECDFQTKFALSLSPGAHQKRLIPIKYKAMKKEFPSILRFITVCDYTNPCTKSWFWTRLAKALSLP
# Hsp70 act: Hsp70 transcriptional activation, primary screen; activation, % at 10 µM; AID 1203; HeLa Hsp70 promoter luciferase reporter, luminescence; scaled: vehicle 0, proteasome-inhibitor control 100%; 200,000 compounds, 0.04% hits;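 active means activation above the mean across all tested compounds plus 3 SD, cutoff set per campaign, cut at about 5.5% in these data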;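 further: 100% = MG132 at 30 µM as the positive control and 0% = DMSO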
# APP 5'UTR act: activates APP 5'UTR luciferase reporter | SH-SY5Y APP 5'UTR luciferase reporter, luminescence; zero percent = DMSO vehicle wells | activation, % at 2 µM | 190,000 compounds, 1% hits;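 active means activation above a set limit, based on mean plus 3 SD of controls, cut at about 140% in these data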; further: values of inactives mirror those of a sister screen read the other way
# STAT3 blocker: reduces IL-6 driven STAT3 reporter signal. U3A cells, IL-6 STAT3-luciferase reporter, luminescence; host cell line lacks STAT1. inhibition, % at 5.5 µM. 190,000 compounds, 0.89% hits;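 active means inhibition above the mean inhibition across all screened compounds plus 3 SD, cut at about 44% in these data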;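 further: 0% = DMSO only wells and 100% = 100 µM nifuroxazide control wells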
# STAT1 act: activators of IFN-gamma induced STAT1 signaling | AID 932 | 200,000 compounds, 2.6% hits | NIH 3T3 STAT1-luciferase reporter, luminescence; 100% = IFN-gamma alone, no compound | activation (% of control), % at 5.5 µM;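 active means activation above the screen-wide mean activation plus 3 SD, cut at about 130% in these data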;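 further: raw ratio to IFN-gamma control signal so 100% means no change and 0% no light; values of inactives mirror those of a sister screen read the other way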
# STAT1 blocker: reduces IFN-gamma driven STAT1 reporter signal; NIH 3T3 STAT1-luciferase reporter, luminescence; inhibition, % at 5.5 µM; 200,000 compounds, 0.35% hits;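 active means inhibition above a set limit, the mean inhibition across all tested compounds plus 3 SD, cut at about 34% in these data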;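 further: 0% = IFN-gamma with DMSO and 100% = IFN-gamma with 300 µM nifuroxazide; values of inactives mirror those of a sister screen read the other way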
# Redox H2O2 prof: compounds producing H2O2 with reducing agent – biochemical, NIH compound library profiling, artefact control for MLSCN library redox annotation, primary screen; activation, % at 10 µM; 200,000 compounds, 0.03% hits; DTT-dependent redox cycling H2O2, phenol red/HRP absorbance; 100% = 100 µM peroxide control, 0% = buffer;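 active means activation of at least 50% relative to the plate's high and low controls in the primary single-dose screen; inactive means activation below 50%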;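 further: compound incubated with DTT at 0.8 mM final as the reducing agent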
# NF-kB expr up: NF-kB expression increase, human neuronal cells | NF-kB reporter expression; active compounds read high | fold change at 12.5 µM | 190,000 compounds, 1.6% hits; in the data active means fold change above about 3.3
# An asterisk follows results filed as active. Not a hit list; about 5.6% have a hit in one of these screens.
SMILES,Efa HMGR inh,STAT3 act,TLR4-MyD88 BLA,Hsp70 act,APP 5'UTR act,STAT3 blocker,STAT1 act,STAT1 blocker,Redox H2O2 prof,NF-kB expr up
CC1=CC(C#N)(C#N)C(C#N)(C#N)C(c2ccccc2)N1 (stereo not drawn),-4.7,103.7,-8.9,-0.4,5.8,-4.3,105.6,-6.2,1.5,1.02
COc1cccc(/C=C/C(=O)OCC(=O)c2c[nH]c3ccccc23)c1OC,1.3,130.5,-15.2,-0.3,10.8,-30.5,91.2,9.7,0.0,1.3
Cc1ccc(C)c(N2CCN(C(c3ccncc3)c3nnnn3Cc3ccccc3)CC2)c1 (stereo not drawn),-2.4,99.2,-7.6,-0.4,5.7,9.8,94.7,5.9,0.6,1.1
O=c1[nH][nH]c(-c2ccccc2)c1C=Nc1ccc(C(F)(F)F)cc1,-2.6,89.9,-6.9,-0.3,17.6,18.2,91.6,7.7,-2.4,1.13
CCOC(=O)c1c(CC(C)C)csc1NC(C)=O,0.7,100.2,4.6,0.1,7.4,3.5,85.4,15.7,0.4,1.1
O=C(CCCSc1nc2ccccc2[nH]1)NC1CCCCC1,-4.4,102.9,7.2,-0.5,16.5,0.0,93.2,6.2,-0.5,1.33
CCCCC(=NCCc1c(C)[nH]c2ccccc12)C1=C(O)CC(c2ccccc2)CC1=O (stereo not drawn),-2.6,94.0,-1.5,0.3,-5.1,10.7,97.3,1.7,0.2,0.88
COc1ccc(C(=O)OC(C)C(=O)Nc2cc(C(F)(F)F)ccc2Cl)c(OC)c1OC (stereo not drawn),-3.9,80.5,0.6,-0.3,-5.0,24.9,97.3,3.0,0.6,0.77
Fc1ccccc1CSc1nnc(-c2ccccc2)o1,-7.3,102.9,-3.8,0.4,138.9*,0.7,145.3*,-49.0,1.5,4.99*
C/C(N)=C(/C#N)C(=O)COC(=O)CNC(=O)c1ccc(Cl)cc1Cl,1.8,107.2,8.6,0.1,-2.1,-0.3,113.6,-16.2,0.1,1.38
CNC(=O)c1nn(-c2ccc(Cl)cc2)ccc1=O,1.6,99.2,-1.9,-0.2,15.0,6.8,94.1,6.5,-3.3,1.59
O=C(Nn1cnnc1)C(c1ccccc1)c1ccccc1,-1.4,98.8,-9.6,0.1,-2.0,4.9,95.5,4.9,1.8,1.19
Cn1c(Cc2ccccc2)nnc1SCC(=O)c1cccs1,-0.9,102.7,-7.6,-0.1,5.1,-3.0,104.5,-4.9,0.2,1.35
O=C(CCCl)N(Cc1nc2ccccc2c(=O)[nH]1)Cc1cccs1,-6.1,101.0,-18.8,0.1,-0.3,1.1,100.4,-2.4,-0.6,1.16
COc1ccc2cc(C3(C)NC(=O)N(CC(=O)Nc4c(C)n(C)n(-c5ccccc5)c4=O)C3=O)ccc2c1 (stereo not drawn),-1.0,104.6,-10.0,-0.2,-17.3,-5.9,101.3,-1.5,0.2,0.94
CCn1c(/C=C/Nc2ccccc2)[n+](CC)c2ccc(Cl)cc21,-0.5,104.7,-9.2,0.1,-3.1,-8.4,92.8,9.9,0.1,0.85
CCC1Oc2ccccc2N(CC(=O)NCCCN2CCC(C)CC2)C1=O (stereo not drawn),-1.6,96.8,1.2,-0.2,-0.3,8.2,95.8,5.9,-1.9,0.88
CCc1cccc(C)c1NC(=O)CN1C(=O)NC(Cc2ccccc2)C1=O (stereo not drawn),0.0,105.8,-5.5,-0.1,5.8,2.4,102.1,-4.4,-0.2,1.48
CC1Cc2ccccc2N1C(=O)CSc1nnc(Cc2ccccc2)n1CCc1ccccc1 (stereo not drawn),-3.0,103.7,1.3,-0.5,-2.7,-6.1,104.1,-4.4,0.2,0.54
CCn1cc(C(=O)NCCCN2CCCCCC2)c(=O)c2cc(S(=O)(=O)N3CCc4ccccc4C3)ccc21,2.4,108.4,-1.8,-0.1,8.2,-0.9,79.1,22.4,0.7,0.73
CCNC(=O)C12CCC(C)(C(=O)C1Br)C2(C)C (stereo not drawn),-5.9,90.4,6.7,-0.4,9.5,6.7,94.3,6.3,0.4,1.13
CCCOc1ccc(/C(O)=C2/C(=O)C(=O)N(CCCn3ccnc3)C2c2ccco2)cc1 (stereo not drawn),-7.3,97.4,-6.2,-0.1,21.2,11.8,117.3,-21.0,3.3,1.78
NC(=O)C1(N2CCCCC2)CCN(Cc2ccc(F)cc2)CC1,-5.2,99.0,-7.8,-0.4,-12.6,6.8,92.5,8.2,-0.1,0.96
Cc1ccc(F)cc1NC(=O)c1c(-c2ccccc2)noc1C,-0.3,101.6,-8.2,-0.2,-5.7,2.8,102.9,-3.2,-0.5,1.34
CCCC(=O)NC(C)c1nc2ccccc2n1C (stereo not drawn),0.4,99.7,2.7,-0.2,3.8,5.1,100.8,-0.9,-0.9,1.1
C#CCn1c(=NC(=O)c2ccc(Cl)s2)sc2cccc(OC)c21,-7.0,107.9,-12.5,0.1,2.6,-0.5,109.5,-10.4,4.0,1.42
CCOC(=O)Cc1csc(NC(=S)NC(=O)c2ccc([N+](=O)[O-])cc2)n1,0.0,94.5,-12.6,0.3,-13.0,8.6,94.8,5.9,-0.1,1.07
OC(COc1ccc(CNCc2cccnc2)cc1)CN1CCc2ccccc2C1 (stereo not drawn),-5.8,108.5,2.7,-0.3,-12.9,-3.7,93.0,7.4,0.1,0.94
Cc1cc(C)cc(OCC(=O)N2N=C(C(F)(F)F)CC2(O)C(C)(C)C)c1 (stereo not drawn),3.4,97.1,11.0,-0.2,3.6,4.9,102.3,2.3,0.9,1.48
O=C(CNC(=S)NC(=O)c1ccccc1)c1ccccc1,0.5,106.7,13.5,-0.3,21.0,-7.5,116.9,-19.0,-0.1,1.51
CC1CC(C)CN(C(=O)CCNS(=O)(=O)c2cccs2)C1 (stereo not drawn),-7.8,98.2,-4.7,-0.6,7.5,5.8,94.4,6.2,0.0,1.19
Cc1[nH]c2ccccc2c1CCN(Cc1cccnc1)C(=S)Nc1ccc(F)cc1,-1.5,106.3,-1.9,-0.2,16.1,-2.3,99.4,0.5,-0.3,1.07
CCOC(=O)c1sc2nc(N3CCOCC3)c3c(c2c1N)CCCC3,-0.3,86.1,-1.8,-0.2,5.8,17.8,103.3,-3.6,3.7,1
COCCCN1C(=O)C(=O)/C(=C(/O)c2ccc(OC)cc2)C12C(=O)N(C)c1ccccc12 (stereo not drawn),-5.0,93.1,-7.2,0.1,23.4,8.4,99.7,0.4,-2.5,1.66
CCCCNC(=O)C1CCCN1C(=O)NC1CCCCC1 (stereo not drawn),-6.3,103.4,-3.9,-0.3,17.1,-2.2,102.8,-3.0,0.6,1.26
COC(CNC(=O)CC1C(=O)N(Cc2ccccc2)C(C)c2nc3ccccc3n21)OC (stereo not drawn),-0.9,103.2,6.4,-0.3,-2.8,-2.2,93.2,6.2,-0.5,2.08
CCOc1ccccc1NC(=S)Nc1ccc(S(N)(=O)=O)cc1,-5.4,94.7,-3.7,-0.2,13.2,10.4,101.3,-3.1,-0.6,0.91
Cc1nnc2ccc(N3CCN(c4cccc(C(F)(F)F)c4)CC3)nn12,4.5,87.5,1.1,-0.3,0.7,15.5,94.0,7.3,-0.5,0.67
COc1ccc(OCCC(=O)NC2CCCCC2)cc1,5.6,100.7,-3.8,-0.2,26.5,3.8,101.4,-3.1,-0.3,0.93
CCn1c(C)nc2cc(C(=O)N/N=C/c3ccccc3)ccc21,-4.5,90.6,-7.1,0.0,55.5,15.9,144.8*,-48.3,0.1,3.04
CCOC(=O)c1ccc(NC(=O)CSc2nccn2C)cc1,-4.0,81.2,-1.1,-0.2,16.0,23.7,111.1,-11.9,-0.1,2.11
O=C1C2C(C(=O)N1CC1CCCO1)C1C=CC2C12CC2 (stereo not drawn),-10.5,101.9,4.6,-0.3,-14.9,-2.4,100.8,-0.5,0.0,0.87
CC(C)CC1(C)NC(=O)N(CC(=O)Nc2ccc3c(c2)CCC3)C1=O (stereo not drawn),3.2,118.9,-2.7,0.1,-13.4,-14.6,108.4,-10.5,-2.2,1.04
Cc1cc(NC(=O)c2ccc(S(=O)(=O)N(C)CC3CCCO3)cc2)no1 (stereo not drawn),-4.2,96.0,10.9,-0.2,3.0,6.4,94.3,5.0,-0.1,1.36
Cc1ccc2[nH]c(=O)c3cc(C(=O)N4CCN(C(=O)c5ccco5)CC4)sc3c2c1,1.2,87.0,-2.6,-0.4,11.9,20.7,89.1,12.0,-4.0,0.7
Cc1ccc(-n2[nH]c(=O)c3cccnc32)cc1,-2.9,101.8,1.1,-0.5,5.4,8.1,100.4,-0.5,1.3,1.3
COc1ccc(Cl)cc1NC(=O)NC(C)C(C)(C)C (stereo not drawn),-0.8,104.4,-5.2,-0.1,0.1,6.8,103.0,-4.2,0.2,0.8
COc1ccc2o/c(=N\O)c(C(=O)Nc3ccc(C)cc3)cc2c1,-5.1,94.6,-12.9,0.3,20.6,14.8,83.6,18.0,-0.2,1.31
O=C(Nc1ccccc1)C1CCCN1C(=O)Nc1ccccc1[N+](=O)[O-] (stereo not drawn),-1.8,102.1,-5.4,-0.4,-0.3,2.8,92.5,6.7,-0.3,1.07
Cc1cc(OCCn2cc(/C(N)=N/O)c3ccccc32)ccc1Cl,-7.2,99.2,-15.3,0.1,10.6,5.6,102.5,-2.7,-6.6,1.26
O=C(Nc1cc(C(F)(F)F)ccc1N1CCCCC1)c1ccc(Br)o1,-3.8,96.6,-12.3,-0.2,1.0,7.8,103.3,-3.6,-2.3,1.1
CCC(=O)Nc1cc(NC(=O)CSc2ncc(-c3ccc(F)cc3)n2Cc2ccco2)ccc1C,3.0,103.4,-1.4,0.1,67.3,-1.3,127.5,-30.1,0.3,1.6
CCOC(=O)C(C(C)=O)c1nc(C)nc2c1nnn2Cc1ccccc1Cl (stereo not drawn),1.6,97.2,-6.3,-0.3,4.0,9.0,92.5,8.2,0.7,0.86
Cc1ccc2c(c1)nnn2C1CCN(CC(=O)N2c3ccccc3CC2C)CC1 (stereo not drawn),3.8,93.3,-8.5,-0.2,-18.1,16.5,90.3,10.7,0.8,0.87
O=C(Cn1c(=O)n(Cc2ccco2)c(=O)c2c3c(sc21)CCCC3)Nc1ccccc1,-2.0,95.5,10.7,-0.3,-9.9,9.0,98.4,1.7,0.4,1.65
C=CCN1C(=O)/C(=C\c2ccc(C)cc2)N=C1SCC(=O)NCCC,-0.9,101.5,6.6,-0.3,0.6,4.2,97.4,2.8,0.1,1.05
O=C1C(O)CC2c3ccccc3CC3(CCCC3)N12 (stereo not drawn),-8.0,98.6,0.6,-0.3,-3.9,6.5,91.0,9.9,-1.1,1.18

# Full records, quoted from the list. Values in the order: Efa HMGR inh, STAT3 act, TLR4-MyD88 BLA, Hsp70 act, APP 5'UTR act, STAT3 blocker, STAT1 act, STAT1 blocker, Redox H2O2 prof, NF-kB expr up
# Profile of `COc1ccc2o/c(=N\O)c(C(=O)Nc3ccc(C)cc3)cc2c1` = -5.1, 94.6, -12.9, 0.3, 20.6, 14.8, 83.6, 18.0, -0.2, 1.31
# Profile of `O=C(Cn1c(=O)n(Cc2ccco2)c(=O)c2c3c(sc21)CCCC3)Nc1ccccc1` = -2.0, 95.5, 10.7, -0.3, -9.9, 9.0, 98.4, 1.7, 0.4, 1.65
